Screens as filed in PubChem BioAssay.
MEX-5 binding: MEX-5 zinc finger RNA-binding disruptors – biochemical, C. elegans, fluorescence polarization, MLPCN library, primary screen; Zinc finger protein mex-5 (Caenorhabditis elegans), Q9XUB2; MEX-5/FITC-TCR2 RNA binding; stronger effect = lower value; activity score (negative = inhibition of binding), % at 10 µM; 0.38% of 300,000 active;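 active = inhibition past about -25% in most replicates, and total fluorescence under double the plate's negative control median, limit read from the data; inconclusive = replicates evenly split on the limit, or fluorescence at least double controls; inactive = too little inhibition in most replicates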;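 also: 0% = DMSO and -100% = 5 µM competing unlabeled TCR2 RNA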
CIT2-GFP yeast: modulators of CIT2-GFP expression in yeast, primary screen, S. cerevisiae, GFP fusion, multiplex flow cytometry, MLPCN library; 0.065% of 320,000 active; S. cerevisiae CIT2-GFP strain, 3 h; 100 means same as DMSO wells; GFP response vs DMSO, % at 10 µM;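 active = GFP response relative to DMSO above a set limit, near the screen mean plus 3 SD, cut at about 150% in these data; inconclusive = Fewer than 70 cells measured for a yeast strain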;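 also: ratio of well median GFP fluorescence to mean of DMSO wells on the plate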
GLD-1 TGE inh: GLD-1/TGE RNA complex disruptors, primary screen, biochemical, fluorescence polarization; 0.44% of 320,000 active; purified GLD-1 + fluorescein TGE RNA; Female germline-specific tumor suppressor gld-1 (Caenorhabditis elegans), Q17339; inhibition, % at 5.96 µM; AID 2280, 2010;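 active = percent inhibition above a per-plate cutoff, the plate mean of test compounds plus 3 SD, cut at about 30% in these data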;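 also: 0% = DMSO wells with GLD-1 and probe and 100% = wells lacking GLD-1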
Yeast superoxide: reduction of superoxide in aged yeast, primary screen, HTS; S. cerevisiae aged cells, superoxide DHE fluorescence; stronger effect = lower value; 0.18% of 330,000 active; superoxide response (% of plate mean), % at 10 µM;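 active = superoxide response under a set limit, about three screen SD below normal, cut at about 65% in these data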;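 also: yeast aged for seven days with compound at 30 °C before DHE staining; 100% = average MFI of all compound-treated wells on the plate with controls excluded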
VLA-4 inh: inhibition in human VLA-4 binding assay, primary screen, VLA-4 allosteric modulator project, MLPCN library, flow cytometry, VLA-4 expressing cells; ligand binding flow cytometry; inhibition, % (about 7 µM as worked out from the volumes in the protocol); 0.2% of 330,000 active; in the data active = inhibition above about 50%
Target sequence (P13612 whole entry, looked up): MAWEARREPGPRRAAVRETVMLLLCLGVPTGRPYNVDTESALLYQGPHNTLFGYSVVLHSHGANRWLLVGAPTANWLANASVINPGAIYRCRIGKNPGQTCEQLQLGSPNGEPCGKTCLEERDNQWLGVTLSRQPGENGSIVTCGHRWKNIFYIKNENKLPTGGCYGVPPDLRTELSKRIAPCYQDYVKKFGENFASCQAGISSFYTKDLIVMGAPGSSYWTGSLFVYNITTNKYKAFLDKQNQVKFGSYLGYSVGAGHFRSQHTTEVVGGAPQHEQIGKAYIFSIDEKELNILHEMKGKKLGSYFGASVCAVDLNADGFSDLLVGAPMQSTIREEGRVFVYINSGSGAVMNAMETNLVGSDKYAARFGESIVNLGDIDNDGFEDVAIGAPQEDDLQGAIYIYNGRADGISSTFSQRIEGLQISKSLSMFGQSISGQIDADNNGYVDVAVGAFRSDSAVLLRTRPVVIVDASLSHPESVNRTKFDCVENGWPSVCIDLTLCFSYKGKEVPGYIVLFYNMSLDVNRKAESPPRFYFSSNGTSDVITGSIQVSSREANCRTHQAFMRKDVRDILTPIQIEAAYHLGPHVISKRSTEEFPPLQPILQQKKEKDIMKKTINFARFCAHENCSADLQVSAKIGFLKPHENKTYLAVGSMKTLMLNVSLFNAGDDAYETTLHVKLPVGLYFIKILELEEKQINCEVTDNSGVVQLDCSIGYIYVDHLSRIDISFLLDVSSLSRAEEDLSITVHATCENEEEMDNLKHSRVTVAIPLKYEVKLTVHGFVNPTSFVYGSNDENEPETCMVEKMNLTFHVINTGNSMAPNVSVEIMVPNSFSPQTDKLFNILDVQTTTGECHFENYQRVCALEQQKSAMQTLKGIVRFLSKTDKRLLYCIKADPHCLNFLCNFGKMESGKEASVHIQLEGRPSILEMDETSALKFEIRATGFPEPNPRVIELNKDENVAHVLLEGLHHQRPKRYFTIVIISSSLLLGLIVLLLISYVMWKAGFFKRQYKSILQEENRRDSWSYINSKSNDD
AGP1 TOR yeast: modulators of AGP1-GFP expression in yeast TOR pathway, primary screen, cell-based, multiplex flow cytometry, S. cerevisiae, MLPCN library; 3 h; GFP as percent of DMSO wells; GFP response vs DMSO, % at 10 µM; 0.02% of 320,000 active; AID 2066, 2009;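 active = GFP response relative to DMSO above a set limit, near screen average plus 3 SD, cut at about 150% in these data; inconclusive = fewer than 70 cells counted for the yeast strain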;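 also: median GFP channel fluorescence of the gated AGP1 strain per well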
GRK2 aptamer HTS: compounds blocking aptamer binding on GRK2 – biochemical, human GRK2, bead flow cytometry, HTS, primary screen; Beta-adrenergic receptor kinase 1 (Homo sapiens), P25098; FAM-aptamer displacement from GRK2; inhibition of aptamer binding, % at 10 µM; 0.59% of 330,000 active;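 active = inhibition of aptamer binding above 40%, roughly 3 SD of noise, on plates passing a quality check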;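 also: median bead fluorescence of bound FAM aptamer so fluorescent compounds give negative values; no value below 0 was filed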
MCL1-BIM inh: inhibitors of MCL1 binding to BIM-BH3, primary screen, biochemical, fluorescence polarization. GST-MCL1 / FITC-Bim-BH3 fluorescence polarization. inhibition, % at 10.9 µM. 0.68% of 320,000 active. AID 2057, 2009;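 active = inhibition above the mean inhibition of all tested compounds plus 3 SD, set per campaign, cut at about 40% in these data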;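 also: 0% = DMSO wells and 100% = unlabeled Bim-BH3 peptide control; higher means more loss of mP so more displacement of Bim peptide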
Bcl-xL primary: inhibitors of human Bcl-xL, primary screen, biochemical, fluorescence polarization, HTS | Bcl-2-like protein 1 (Homo sapiens), Q07817 | GST-Bcl-xL / FITC-Bim BH3 peptide fluorescence polarization | inhibition, % at 10.9 µM | 0.7% of 320,000 active | AID 2129, 2009;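 active = inhibition above the mean of all tested compounds plus 3 SD, cutoff set per campaign, cut at about 30% in these data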;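 also: 0% = DMSO wells and 100% = unlabeled Bim-BH3 peptide competitor; inhibitors lower millipolarization by displacing the labeled peptide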
Starred values were filed as active, the others as inactive; ? = inconclusive; nt = not tested or not shown; [ ] = dose if it differs, or a comment. Not a hit list; 2.1% or so of the library scored in one or more.

SMILES | MEX-5 binding | CIT2-GFP yeast | GLD-1 TGE inh | Yeast superoxide | VLA-4 inh | AGP1 TOR yeast | GRK2 aptamer HTS | MCL1-BIM inh | Bcl-xL primary
CCN(Cc1ccccc1)C(=O)Cn1cc2c(n1)CCCC2 | 3.0 | 106 | 5 | 98 | 2 | 102 | 1 | -2 | 0
O=C1CC(c2ccc(Cl)c([N+](=O)[O-])c2)c2ccc3ccccc3c2N1 (centres undefined) | -0.3 | 100 | -5 | 90 | -7 | 103 | 1 | 2 | 8
Cc1ccc(SCCC(=O)NCc2ccco2)cc1 | -0.1 | 93 | -4 | 99 | -9 | 97 | 1 | 3 | 7
S=c1[nH]nc(CSc2nc3ccccc3s2)n1C1CCCCC1 | -0.3 | 85 | -2 | 93 | -8 | 91 | 1 | -7 | -15
CS(=O)(=O)c1cnc2c(-c3ccsc3)cnn2c1N | -0.8 | 88 | 7 | 103 | 13 | 85 | 0 | 2 | 6
NC(=S)N/N=C1\CCSc2ccc(Cl)cc21 | 0.7 | 102 | 3 | 100 | -4 | 105 | 2 | 7 | 13
CC(C)(C)C(=O)NC(Nc1cccc2cccnc12)C(Cl)(Cl)Cl (centres undefined) | 2.5 | 112 | 1 | 94 | -9 | 108 | 0 | 11 | 12
CCCc1cc(=O)[nH]c(SCC(=O)Nc2ccc(Br)cc2Br)n1 | -2.4 | nt | -6 | 105 | 9 | 100 | 5 | -6 | -1
COc1ccc(CN(C(=O)c2snc(C(N)=O)c2N)C(C(=O)NC(C)(C)C)c2ccco2)cc1 (centres undefined) | 0.1 | 98 | 0 | 100 | 3 | 99 | 2 | 8 | 6
CCCc1cc(=O)n2[nH]c(-c3cccc(Br)c3)cc2n1 | 1.5 | 102 | 5 | 97 | 4 | 101 | 0 | -10 | 1
CC(C)Cn1nc(NC(=O)C(C)(C)C)c2cc3ccccc3nc21 | 0.4 | nt | 1 | 96 | 4 | 97 | 0 | 7 | 7
O=C(CSc1nc2ccccc2c(=O)n1-c1ccccc1)c1cccc([N+](=O)[O-])c1 | -1.6 | 94 | 3 | 99 | 7 | 100 | 0 | -4 | 4
COc1ccccc1C(=O)NCCNC(=O)c1ccc(C)nc1 | 1.1 | 105 | 1 | 89 | -41 | 100 | 2 | 2 | 6
C=CCn1c(-c2cccn(Cc3cccc(Cl)c3)c2=O)n[nH]c1=S | 2.6 | 101 | 8 | 119 | 4 | 107 | 0 | -11 | -7
CC1CCCCN1Cc1nc2c(c(=O)n(C)c(=O)n2C)n1CCCc1ccccc1 (centres undefined) | 3.2 | 105 | -3 | 83 | -12 | 101 | 0 | -5 | 0
O=C(Nc1cccnc1)Nc1ccc(Br)cc1Cl | -2.3 | 90 | 9 | 113 | -3 | 105 | 0 | 10 | 7
COC(=O)c1ccccc1NC(=O)Nc1nnc(N2CCCCC2C)s1 (centres undefined) | 2.5 | 95 | -8 | 99 | -5 | 100 | 4 | -1 | 2
CC1C(c2ccccc2)=[N+]([O-])C2(CCCC2)N1O (centres undefined) | 1.2 | 106 | 7 | 101 | -13 | 100 | 2 | 6 | -1
COc1ccc(-n2c(SCC(=O)Nc3cc(C(=O)O)ccc3C)nc3ccccc3c2=O)cc1Cl | -1.2 | 106 | 2 | 88 | -3 | 103 | 2 | 0 | 10
CCOC(=O)c1cc(-c2ccccc2)n(CC(=O)N2CCCC2)c1C | 3.5 | 110 | 4 | 101 | 0 | 108 | 0 | 2 | 4

2 compounds picked at random from the list so far:
SMILES | MEX-5 binding | CIT2-GFP yeast | GLD-1 TGE inh | Yeast superoxide | VLA-4 inh | AGP1 TOR yeast | GRK2 aptamer HTS | MCL1-BIM inh | Bcl-xL primary
CS(=O)(=O)c1cnc2c(-c3ccsc3)cnn2c1N | -0.8 | 88 | 7 | 103 | 13 | 85 | 0 | 2 | 6
CC(C)Cn1nc(NC(=O)C(C)(C)C)c2cc3ccccc3nc21 | 0.4 | nt | 1 | 96 | 4 | 97 | 0 | 7 | 7

(next part)
SMILES | MEX-5 binding | CIT2-GFP yeast | GLD-1 TGE inh | Yeast superoxide | VLA-4 inh | AGP1 TOR yeast | GRK2 aptamer HTS | MCL1-BIM inh | Bcl-xL primary
CSc1ccc(CN(C)CC(=O)NCc2ccc(F)cc2)cc1 | 1.8 | 97 | 2 | 98 | -1 | 99 | 0 | 0 | 6
C=C1C(=O)O[C@@H]2[C@H]1CC[C@H](C)[C@]1(O)CCC(=O)[C@@]21C | -3.3 | 101 | -5 | 79 | 4 | 95 | 0 | 8 | 4
CCOCCCNC(=O)C1(O)c2cc(Br)ccc2NC(=O)N1c1ccc(CC)cc1 (centres undefined) | -0.6 | 95 | 5 | 102 | 7 | 102 | 0 | 7 | 4
COc1cccc(C2CCCCN2Cc2nc(-c3ccc(C)o3)oc2C)c1 (centres undefined) | -2.2 | 100 | -6 | 98 | -4 | 98 | 0 | -8 | -6
COCc1cc(C)nc2sc3c(=O)n(-c4cccc5ccccc45)nnc3c12 | 1.6 | 103 | 1 | 107 | -8 | 101 | 0 | -4 | 3
CC(C)(C)N(Cc1ccccc1)C(=O)COC(=O)C1CC1 | nt | 109 | 3 | 92 | 2 | 100 | 2 | nt | nt
Cc1ccc(-n2cc(CCCCCCCCC(=O)O)nn2)cc1 | 1.5 | 98 | 3 | 88 | 9 | 104 | 0 | -5 | 4
Cc1ccccc1C(=O)c1c[nH]c(C(=O)N2CCN(c3ccccc3F)CC2)c1 | 2.2 | 103 | 3 | 109 | 14 | 106 | 0 | 10 | 3
CC(CN1CCOCC1)OC(=O)c1cccc(Cl)c1 (centres undefined) | 1.6 | 110 | 2 | 104 | -4 | 99 | 0 | 6 | 4
COc1cccc(C(=O)NCc2ccccc2OC)c1 | 0.9 | 66 | 2 | 96 | 0 | 77 | 0 | 1 | 5
CCN(CC)c1ccc2cc(C#N)c(=O)oc2c1 | -57* | 97 | -39 | 113 | 10 | 99 | 0 | -25 | -12
COc1cc(C2Nc3cc(C)c(C)cc3NC3=C2C(=O)CC(C)(C)C3)ccc1OC(C)=O (centres undefined) | -2.3 | 100 | 2 | 82 | 12 | 100 | 0 | 9 | 3
CC1(C)OC(C(N)=O)C(C(N)=O)O1 (centres undefined) | 1.4 | 112 | 3 | 92 | -11 | 118 | 2 | 0 | -3
C[C@]12c3[nH]c4ccccc4c3CCN1C(=O)C(CC(=O)NCc1cccc(C(F)(F)F)c1)C[C@@H]2C(=O)N1CCCCC1 (some centres undefined) | nt | 98 | 6 | 103 | -9 | 97 | 0 | nt | nt
O=C(NCCC1CCCCN1S(=O)(=O)c1ccc(F)cc1)C(=O)NCc1ccncc1 (centres undefined) | 0.8 | 97 | 2 | 113 | 13 | 102 | 3 | -1 | 4
CC1CC(C)CN(C(=O)CSc2nc(N)cc(=O)[nH]2)C1 (centres undefined) | 0.1 | 94 | 7 | 96 | 18 | 92 | 0 | 1 | 2
Cc1cccn2c(=O)c(/C=N/O)c(N3CCOCC3)nc12 | 0.3 | ? | 4 | 96 | 15 | 20[may fluoresce violet] | 2 | 4 | 5
CCCCOc1ccc(C(=O)N2CCN(c3ccc(N4CCOCC4)nn3)CC2)cc1 | -0.6 | 70 | -4 | 76 | -1 | 68 | 0 | 9 | 6
COc1ccc(Cl)cc1S(=O)(=O)NC1CC(C)(C)NC(C)(C)C1 | 1.6 | 92 | 4 | 106 | 0 | 97 | 0 | 8 | 6
C/C(=N\NC(=S)NC(C)C)c1cccc([N+](=O)[O-])c1 | 1.2 | 107 | -1 | 99 | 3 | 97 | 3 | 2 | 7
FC(F)Oc1ccc(NC(=S)NCCc2ccccn2)cc1 | 1.6 | 99 | 16 | 100 | 0 | 100 | 0 | 7 | 1
CCCc1[nH]n(-c2ccc([N+](=O)[O-])cc2)c(=O)c1C(C)=NCc1ccncc1 | 2.4 | 97 | 6 | 109 | -3 | 95 | 0 | 1 | -2
O=C(CN1C(=O)NC2(CCc3ccccc32)C1=O)c1ccc(F)cc1 (centres undefined) | 0.0 | 101 | 1 | 98 | 24 | 98 | 0 | 0 | 3
O=C(Nc1c(C(=O)c2ccccc2)oc2ccccc12)c1cc(-c2ccccc2O)n[nH]1 | 0.0 | 98 | 0 | 109 | 1 | 97 | 1 | 9 | -2
O=c1c(C(c2ccc(Br)cc2)c2c(O)nc3n(c2=O)CCCS3)c(O)nc2n1CCCS2 | 0.6 | 99 | -4 | 97 | -1 | 106 | 0 | 7 | 8
Cc1ccc(OCCCNCCO)c(Br)c1 | -1.5 | 95 | 11 | 106 | 6 | 100 | 0 | 8 | 4
CCOc1ccc(C2CC(c3cccc(OC)c3)Nc3nc(N)nn32)cc1 (centres undefined) | -2.6 | 98 | -4 | 111 | -7 | 106 | 2 | 4 | 8
O=c1cc(C(F)(F)F)c2sc(N3CCCCC3)nc2[nH]1 | -14 | 96 | 9 | 140 | 18 | 87 | 1 | 10 | 14
COc1cc(NC(=O)CN2C(=O)c3ccccc3S2(=O)=O)cc(OC)c1 | nt | 101 | -4 | 95 | 13 | 94 | 0 | -5 | 1
CC(C)/C=C(/C(=O)c1ccc(Cl)cc1Cl)n1cncn1 | -0.4 | 93 | -9 | 118 | -2 | 96 | 0 | -7 | -2
Oc1c(Br)cc(/C=N/n2c(-c3ccccc3)n[nH]c2=S)c(O)c1Br | -12 | 101 | nt | 104 | -7 | 101 | 3 | nt | nt
O=C(Cc1ccccc1)N1CCc2ccccc21 | 3.2 | 98 | -6 | 80 | 4 | 95 | 0 | 2 | 2
Cc1ccc(C(=O)Nc2ccon2)cc1S(=O)(=O)N1CCOCC1 | 0.4 | 102 | 4 | 110 | -5 | 106 | 2 | 4 | 3
Cc1ccc([N+](=O)[O-])cc1NC(=O)CN(C)CCOc1ccccc1 | -0.4 | 100 | 8 | 106 | 11 | 101 | 0 | 1 | 5
Cc1cc(NC2CCCC2)n2nc(C)c(-c3ccccc3)c2n1 | -0.5 | 98 | 0 | 95 | -8 | 88 | 0 | 4 | 1
COC(=O)c1cn(C(=O)c2cccc(C)c2)c2ccccc12 | 0.7 | 107 | 2 | 87 | 4 | 105 | 2 | 3 | 2
CC(C)=CC(=O)Nc1nnc(-c2ccccc2)s1 | 1.2 | 99 | 5 | 94 | -7 | 101 | 0 | 3 | 4
O=C(CCSc1ccc(Cl)cc1)NCc1ccccn1 | -3.6 | 96 | -6 | 79 | 3 | 96 | 3 | -6 | 4
O=C(Cc1c(C(=O)O)[nH]c2ccccc12)NCCN1CCN(c2cccc(Cl)c2)CC1 | 2.7 | 98 | 1 | 101 | 27 | 103 | 0 | -3 | 1
C/C(Cn1nnc([N+](=O)[O-])n1)=N\NC(=O)c1ccc(Cl)c(Cl)c1 | -0.7 | 67 | 1 | 96 | 26 | 79 | 0 | 10 | 8
